# Hsp70 displacement: small molecules displacing fluorescent ligand from Hsp70 – biochemical, fluorescence polarization, primary screen (AID 583) | Hsp70 fluorescence polarization probe displacement, mP; higher % means a stronger effect | displacement, % at 20 µM; hits with a dose series show IC50 in µM | hit rate 0.06% among 140,000; in the data active means displacement above about 50%;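 further: plate controls were vehicle for no effect and reference ligand for full effect; a part of the inactive calls stands beside numbers as strong as those of hits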
# MKP-3 inhibition: inhibition of rat DUSP6 enzyme activity – biochemical, in vitro, primary screen (AID 425). recombinant MKP-3 phosphatase activity, fluorescence; higher % means a stronger effect. one-dose inhibition, % at 20 µM; IC50 in µM for titrated hits. hit rate 0.17% among 110,000; in the data active means inhibition above about 50%;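 further: plate controls were vehicle for no effect and reference inhibitor for full effect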
# An asterisk follows results filed as active; / = no result given; & = joins results of further samples.
SMILES,Hsp70 displacement,MKP-3 inhibition
O=C(NCc1ccco1)c1cccn2c(=O)c3sccc3nc12,0.8%,-6%
COCc1nnc(NC(=O)CC(C)c2ccccc2)s1 (configuration not stated),1.5%,-2%
CCC(C)NC(=O)CSc1ncccc1C(=O)O (configuration not stated),9.6%,/
Cc1ccc(OCC(O)Cn2cnc3cc(C)c(C)cc32)cc1 (configuration not stated),0.6%,1%
CC(C)N(Cc1nc(-c2ccccc2)no1)C(=O)CN(C)S(=O)(=O)c1ccc(Br)cc1,-2.7%,/
CCCC(=O)Nc1nnc(COc2ccccc2)s1,3.5%,1%
CC(=O)c1cccc(NC(=O)c2ccc(CN(c3ccccc3)S(C)(=O)=O)cc2)c1,-3.8%,2%
Oc1ccc(/C=N/Nc2cc(N3CCOCC3)nc(N3CCOCC3)n2)cc1,3.4%,0%
COc1ccc2cc(CCNC(=O)C(C)C)c(=O)[nH]c2c1,0.7%,3%
CC(C)c1cccc(C(C)C)c1NC(=O)C(F)(F)F,-1.7%,4%
CCCCC(c1nnnn1CCOC)N1CCN(CC)CC1 (configuration not stated),-0.5%,/
O=C(O)CSc1nnc(Cc2ccccc2)n1-c1ccccc1,4.0%,-3%
COc1ccc(-c2csc(NC(=O)CCc3ccccc3)c2C(=O)O)cc1,-2.3%,10%
O=C1c2ccccc2NC(c2ccc(Cl)cc2Cl)N1Cc1ccccc1 (configuration not stated),-0.4%&4.1%,2%
CCOc1cc2[nH]c(=S)n(CCCN3CCN(C)CC3)c(=O)c2cc1OCC,-1.1%,4%
N#Cc1ccc(C(c2nnnn2Cc2ccccc2)N2CCCC2)cc1 (configuration not stated),-1.0%,/
COC(=O)c1c(N)n(CCCN2CCOCC2)c2nc3ccccc3nc12,-2.1%,/
COc1ccc2c(=O)cc(C(F)(F)F)oc2c1,5.0%,1%
CCCOc1ccc(-c2nnn(CC(=O)c3ccc4c(c3)OCCO4)n2)cc1,-1.1%,0%
O=C(Nc1cccn(Cc2ccccc2)c1=O)NC1CCCCC1,-4.4%,/
COc1ccc(N(C(=O)c2ccc(S(=O)(=O)N3CCOCC3)cc2)C2C=CS(=O)(=O)C2)cc1 (configuration not stated),-4.3%,0%
CS(=O)(=O)Nc1ccc(C(=O)NCc2ccc3c(c2)OCO3)cc1,5.2%,-11%
CCOc1cc(/C=N/Nc2nc3ccccc3s2)ccc1OCc1ccccc1,0.8%,0%
CN1C(=O)/C(=N\OC(=O)c2cccc3ccccc23)c2ccccc21,-3.6%,4%
Cc1oc(-c2ccccc2F)nc1CN1CCC(C(=O)NCc2cccnc2)CC1,-1.4%,0%
Cc1cc(NS(=O)(=O)c2ccccc2)cc(Cl)c1O,5.0%,5%
Cc1ccc(/C=C/C(=O)Nc2ccc(C)c([N+](=O)[O-])c2)o1,-5.0%,0%
Cn1c(=O)c2c(nc(NCCO)n2CCc2ccccc2)n(C)c1=O,1.4%,6%
CCCN1CCN(CCCNC(=O)Cn2nc(-c3ccc(C)cc3)ccc2=O)CC1,5.3%,-6%
Cc1ccc(CN=Cc2[nH]c3ccc(Br)c(Cl)c3c2O)cc1,-5.0%,/

# In another format: results already given.
compound	Hsp70 displacement	MKP-3 inhibition
CCOc1cc2[nH]c(=S)n(CCCN3CCN(C)CC3)c(=O)c2cc1OCC	-1.1%	4%
N#Cc1ccc(C(c2nnnn2Cc2ccccc2)N2CCCC2)cc1 (configuration not stated)	-1.0%	/
COC(=O)c1c(N)n(CCCN2CCOCC2)c2nc3ccccc3nc12	-2.1%	/
COc1ccc2c(=O)cc(C(F)(F)F)oc2c1	5.0%	1%
CCCOc1ccc(-c2nnn(CC(=O)c3ccc4c(c3)OCCO4)n2)cc1	-1.1%	0%
O=C(Nc1cccn(Cc2ccccc2)c1=O)NC1CCCCC1	-4.4%	/
COc1ccc(N(C(=O)c2ccc(S(=O)(=O)N3CCOCC3)cc2)C2C=CS(=O)(=O)C2)cc1 (configuration not stated)	-4.3%	0%
CS(=O)(=O)Nc1ccc(C(=O)NCc2ccc3c(c2)OCO3)cc1	5.2%	-11%
CCOc1cc(/C=N/Nc2nc3ccccc3s2)ccc1OCc1ccccc1	0.8%	0%
CN1C(=O)/C(=N\OC(=O)c2cccc3ccccc23)c2ccccc21	-3.6%	4%
Cc1oc(-c2ccccc2F)nc1CN1CCC(C(=O)NCc2cccnc2)CC1	-1.4%	0%
Cc1cc(NS(=O)(=O)c2ccccc2)cc(Cl)c1O	5.0%	5%
Cc1ccc(/C=C/C(=O)Nc2ccc(C)c([N+](=O)[O-])c2)o1	-5.0%	0%
Cn1c(=O)c2c(nc(NCCO)n2CCc2ccccc2)n(C)c1=O	1.4%	6%
CCCN1CCN(CCCNC(=O)Cn2nc(-c3ccc(C)cc3)ccc2=O)CC1	5.3%	-6%
Cc1ccc(CN=Cc2[nH]c3ccc(Br)c(Cl)c3c2O)cc1	-5.0%	/

# The listing continues.
SMILES,Hsp70 displacement,MKP-3 inhibition
O=S(=O)(NCCc1ccccn1)c1cccs1,6.2%,-8%
CCC(OC(=O)c1cccs1)C(=O)NCc1ccc2c(c1)OCO2 (configuration not stated),-2.9%,-9%
COC(=O)C(CC(C)C)NC(=O)COC(=O)/C=C/c1ccc([N+](=O)[O-])cc1 (configuration not stated),2.6%,1%
O=Cc1ccc(/C=C2/SC(=S)N(c3cccc(Cl)c3)C2=O)cc1,1.5%,0%
COc1ccccc1NC(=O)C(=O)NCCc1ccc(OC)c(OC)c1,3.9%,-10%
CC(C)[C@H](NC(=O)OC(C)(C)C)c1nnc(SCC(=O)Nc2ccc(Br)cc2)o1,-1.5%,-6%
CC1CCN(CCCCOc2ccc(C(C)(C)C)cc2)CC1,-2.7%,0%
CC(=O)c1sc(NC(=O)c2ccco2)nc1-c1ccccc1,-2.8%,-5%
Cc1cc(Cl)c(S(=O)(=O)N2CCN(c3ccc(F)cc3)CC2)cc1OCC(N)=O,0.0%,-6%
Cc1ccc(CNC(=O)COC(=O)c2cnccn2)cc1,1.5%,/
CCOc1cccc(/C=N/NC(=O)COc2ccccc2[N+](=O)[O-])c1O,-2.4%,3%
CC(C)(C)C(=O)Nc1ccc(C(=O)Nc2cccnc2)cc1,1.5%,/
CC1(C)CC(=O)C(/C=N/n2c(C(F)(F)F)nc3ccccc3c2=O)=C(O)C1,-0.6%,/
O=C1c2ccccc2N2C(=O)c3ccccc3C2N1O (configuration not stated),12%,5%
CCOC(=O)CSc1nc(C)c(C(C)=O)cc1C#N,6.6%,12%
CC(NC(=O)CSc1nc2c(cc1C#N)CN(C)CC2)c1ccccc1 (configuration not stated),3.8%,-1%
COc1cccc(CN2CCN(C(=O)c3cccc(Cl)c3)CC2)c1,0.3%,4%
CCN1CCN(S(=O)(=O)c2c(C)cc(C)cc2C)CC1,1.2%,-2%
CC1(C)NC(=O)N(CC(O)CN2CCCC2)C1=O (configuration not stated),3.4%,-14%
COc1ccc(NC2CS(=O)(=O)CC2NCc2ccccc2)cc1 (configuration not stated),2.9%,/
Cn1c(Cc2cccs2)nnc1SCC(=O)N1CCCc2ccccc21,6.3%,/
CCC(C)(C)n1nnnc1C(c1cc2ccc(OC)cc2[nH]c1=O)N1CCc2ccccc21 (configuration not stated),1.5%,-12%
NC(=O)NC(c1ccccc1)c1cccc(Br)c1 (configuration not stated),6.3%,0%
C=CCN1C(=O)/C(=C\c2ccc(OC)cc2)C(C(=O)OC)=C1C,-7.5%,5%
N#CC1=C2SCC(O)(c3ccccc3)N2C(=O)CC1c1ccccc1F (configuration not stated),3.5%,/
Cc1cccc(/C=N/NC(=O)c2ccc(-c3ccccc3)cc2)c1,-2.8%,-6%
CCOc1ccc(/C=C/c2nc(O)c([N+](=O)[O-])c(=O)[nH]2)cc1,4.3%,-1%
COc1ccc(/C=C/C=C2\NC(=S)NC2=O)cc1,-5.4%,3%
COc1ccc(C2/C(=C(/O)c3ccccc3)C(=O)C(=O)N2c2cccc(Br)c2)c(OC)c1 (configuration not stated),-3.0%,1%
Cc1ccc(C(=O)N2CCN(C(=O)CN3CCOCC3)C2)cc1,7.0%&-6.0%,2%&3%
O=C(NNc1nc(-c2ccccc2)cc(-c2ccccc2)n1)Nc1ccccc1,5.9%,0%
Cc1c(Cl)ccc2c1NC(=O)[C@]21N[C@@H](CCC(N)=O)[C@H]2C(=O)N(c3ccc(F)cc3)C(=O)[C@H]21,2.2%,-9%
CCOc1ccc(N2C(=O)NC(=O)/C(=C\C=C\c3ccccc3)C2=O)cc1,6.0%,7%
COc1cccc(OCCOCCN2CCCC2)c1,-4.5%,2%
COc1ccc(CCNC(=O)CNCC2CCCO2)cc1OC (configuration not stated),-3.3%,-11%
Cc1cc(C)c2[nH]c(=O)c(C(c3nnnn3CC3CCCO3)N3CCCC(C)C3)cc2c1 (configuration not stated),2.2%,0%
O=C(/C=C/c1ccc(F)cc1)c1ccccc1O,-0.7%,4%
COc1cc2ccccc2cc1C(=O)Nc1ccc(I)cc1Cl,-1.7%,1%
COc1ccccc1OCCn1cc(C=O)c2ccccc21,0.3%,3%
O=C1NC(=O)N(c2ccccc2)C(=O)/C1=C\c1ccccc1OCc1ccccc1F,0.9%,-1%
Cc1cc(C)cc(N2C(=O)NC(=O)/C(=C\c3ccc(O)c(Br)c3)C2=O)c1,2.3%,2%
CC(=O)N(c1ccc(N(C(C)=O)S(=O)(=O)c2cccs2)cc1)S(=O)(=O)c1cccs1,-2.1%,-4%
COCCCNC(=O)/C(=C/c1cccc([N+](=O)[O-])c1)NC(=O)c1ccc(OC)cc1,-4.1%,2%
CCOc1ccc(C/C(N)=N/n2cnnc2)cc1,0.2%,/
O=C(CN(CCO)c1ccccc1)NC12CC3CC(CC(C3)C1)C2,-2.4%,-9%
CNCCC=C1c2ccccc2CCc2ccccc21,4.7%,5%
COc1ccc(N2CCN(C(CNS(=O)(=O)c3cccs3)c3cccnc3)CC2)cc1 (configuration not stated),/,-9%
C=CCNc1nc(-c2cccc(OC)c2O)nc2ccccc12,-1.0%,1%
CC(C)C(CO)NC(=O)CC(=O)NC(CO)C(C)C (configuration not stated),4.1%,-1%
CC(C)(C)c1ccc(/C=C2\NC(=S)N(c3ccccc3)C2=O)cc1,0.2%,2%

# Next results follow.
SMILES,Hsp70 displacement,MKP-3 inhibition
O=C1NC(=O)[C@@H]2C3c4ccccc4C=CN3[C@H](C(=O)c3cccs3)[C@H]12 (some centres not stated),35%,28%
CCOc1ccccc1-c1nc(SCC(=O)O)n[nH]1,1.0%&1.1%,-5%&0%
Cn1c(=NC(=O)CSCC(=O)N2CCOCC2)sc2ccccc21,/,-2%
COC(=O)c1c(C#N)c(N)nc2c1CCCC2,-0.8%,-6%
O=c1cc(O)c(-c2cccc(Cl)c2)c(Cl)[nH]1,-1.1%,/
CCOc1cc(-c2ccc3c(c2)OCO3)cc(=O)c2c(C)oc(C)c12,-0.3%&1.1%,-4%&-1%
COc1cccc(C(=O)Nc2cccc(-c3cn4ccccc4n3)c2)c1,-1.0%,0%
COc1ccc(CCNS(=O)(=O)c2cccs2)cc1,3.7%,-8%
O=C(CC1C(=O)NCCN1C(=O)c1ccc(F)cc1)OCc1ccccc1 (configuration not stated),-3.3%,12%
O=C1CC(c2cccc(Cl)c2)CC(O)=C1C=NCCCO (configuration not stated),2.0%,0%
CC(=C1C(=O)c2ccccc2C1=O)N1CCN(c2ccccn2)CC1,4.4%,-12%
CCCCN(Cc1cc2ccccc2[nH]c1=O)C(=O)c1ccccn1,-38%,/
O=C(NCCOC(=O)c1ccccc1)c1ccc([N+](=O)[O-])cc1,3.7%,-2%
COc1ccccc1N(CC(=O)N1CCOCC1)S(=O)(=O)c1ccccc1,-4.2%,3%
N#CC1=C(N)C(C#N)(C#N)C(c2ccc(Cl)cc2Cl)C2CCCC=C12 (configuration not stated),-4.6%,0%
Cc1cc(C)cc(OCC(=O)OCC(=O)c2c(N)n(C)c(=O)n(C)c2=O)c1,2.9%,/
COCCOC(=O)c1c(C)oc2ccc(OC(=O)c3cc4ccccc4o3)cc12,-11%,4%
c1csc(-c2nn3c(-c4ccncc4)nnc3s2)c1,-4.4%,-10%
Cc1ccc(-c2nc3ccccc3o2)cc1NC(=O)c1ccc2c(c1)OCCO2,0.4%,12%
Nc1nnc(SCC(=O)Nc2cccc(C(F)(F)F)c2)s1,1.8%,4%
c1ccc2cc(-c3cc4ccccn4c3)ccc2c1,0.4%,/
COc1ccccc1-c1cc(C(F)(F)F)nc(S(C)(=O)=O)n1,1.1%,/
CC(C)CC(=O)NC(NC(=O)CC(C)C)c1ccccc1,-2.2%,-2%
N#CSc1cnc(NC2CCCCC2)s1,-2.0%,1%
Cc1cc(C)cc(-n2c(O)c(C=NC3CCS(=O)(=O)C3)c3ccccc3c2=O)c1 (configuration not stated),1.0%,/
Cc1cc2c(c(=O)o1)C(CC(C)C)C(C#N)=C(N)O2 (configuration not stated),-6.6%,-7%
CCOC(=O)C1CCN(c2c(N3CCCC(C(=O)OCC)C3)c(=O)c2=O)CC1 (configuration not stated),1.4%,-6%
CS(=O)(=O)N(CC(=O)Nc1ccc2c(c1)OCCO2)Cc1ccccc1,-2.5%,-4%
O=C1c2ccccc2C(=O)N1Cc1nc2ccccc2c(=O)n1CCCN1CCOCC1,-3.7%,0%
O=C(O)C1C2CCC(O2)C1C(=O)NCc1ccco1 (configuration not stated),-2.0%,1%
O=C1CC(c2nc3ccccc3[nH]2)CN1c1cccc(C(F)(F)F)c1 (configuration not stated),8.8%,-9%
CCC(C)Oc1cccc(C(=O)Nc2ccccc2N2CCOCC2)c1 (configuration not stated),-0.5%,-6%
CCC1=NN2C(=N)/C(=C/c3ccc(-c4ccc([N+](=O)[O-])cc4Br)o3)C(=O)N=C2S1,13%,-5%
C=C(Br)n1c(COc2ccccc2)nc2ccccc21,-6.0%,2%
CC(C)(C)c1cc(C(F)(F)F)nc(SCCCNC(=O)c2ccco2)n1,2.7%,-4%
C#CCOC(=O)CCN1C(=O)c2cccc3cccc(c23)C1=O,-5.7%,0%

# Another view of part of the listing above:
Hsp70 displacement	MKP-3 inhibition	SMILES
0.3%	3%	COc1ccccc1OCCn1cc(C=O)c2ccccc21
0.9%	-1%	O=C1NC(=O)N(c2ccccc2)C(=O)/C1=C\c1ccccc1OCc1ccccc1F

# Screening data deposited in PubChem by Sanford-Burnham Center for Chemical Genomics.

# Not all compounds are listed; count on the stated rates, not on these rows.
